sEH inh = inhibitors of human soluble epoxide hydrolase. P34913. recombinant human sEH enzymatic activity assay. inhibition, % at 2 µM. hit rate 0.34% among 91,000. AID 707; in the data active means inhibition above about 80%; further: values of inactives mirror those of a sister screen read the other way; many of its hits are not listed in these tables
S1P2 blocker = antagonists of human S1P2 receptor; AID 736; inhibition, % at 5 µM; O95136; hit rate 0.21% among 97,000; cell-based S1P2 antagonist assay, inhibition at 5 uM; in the data active means inhibition above about 45%;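 further: CRE beta-lactamase reporter cells expressing human S1P2 stimulated with S1P; 0% = agonist at EC80 alone and 100% = agonist plus reference antagonist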
Target sequence (O95136 whole entry, looked up): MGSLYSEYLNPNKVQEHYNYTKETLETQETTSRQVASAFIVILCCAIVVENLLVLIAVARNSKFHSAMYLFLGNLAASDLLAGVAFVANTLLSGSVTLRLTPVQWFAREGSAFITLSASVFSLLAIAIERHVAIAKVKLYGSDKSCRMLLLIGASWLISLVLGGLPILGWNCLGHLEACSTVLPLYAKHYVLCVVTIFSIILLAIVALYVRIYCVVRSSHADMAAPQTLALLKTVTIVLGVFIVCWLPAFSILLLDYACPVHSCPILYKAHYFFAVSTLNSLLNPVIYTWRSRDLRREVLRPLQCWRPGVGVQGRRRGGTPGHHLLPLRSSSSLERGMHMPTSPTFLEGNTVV
CYP2C19 activ = cytochrome P450 2C19 (human) activation; P33261; recombinant CYP2C19, luciferin-H EGE luminescence; active compounds read high; 0 = fully inhibited enzyme, 1 = untreated enzyme; activation factor at 5 µM; 96,000 tested, under 10 active;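 active means activation factor of at least 2 at 5 µM in the primary screen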;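 further: 0 = wells with 2.5 mM tranylcypromine and 1 = vehicle-only wells; values of inactives mirror those of a sister screen read the other way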
CYP2C19 inh = blocks human cytochrome P450 2C19. CYP2C19 Supersomes, luciferin-H EGE luminescence, 30 min. P33261. inhibition, % at 5 µM. hit rate 21% among 96,000;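 active means CYP2C19 inhibition above a set limit at 5 µM in the primary screen, cut at about 50% in these data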;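 further: plate controls were negative control wells for no effect and 2.5 mM tranylcypromine positive control for full effect; values of inactives mirror those of a sister screen read the other way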
PostGolgi ctrl = yeast control strain growth, post-Golgi counter-screen. efflux-deficient yeast background strain, growth absorbance A615, 16 h. inhibition, % at 10 µM. hit rate 5% among 98,000. AID 738
sEH act = soluble epoxide hydrolase (human) activation | purified human sEH enzymatic activity, activator screen | activation, % at 2 µM | hit rate 0.04% among 91,000 | AID 717; in the data active means activation above about 37%; further: values of inactives mirror those of a sister screen read the other way
S1P2 agonist = S1P2 (human) receptor agonism | S1P2-expressing cell line, agonist reporter read-out | hit rate 0.46% among 97,000 | O95136 | activation, % at 4.5 µM; in the data active means activation above about 16%;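 further: 0% = vehicle low control and 100% = maximal reference agonist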
DAT uptake mod = changed human dopamine transporter uptake under cocaine IC80. Q01959. LLC-PK1 hDAT cells, [14C]-dopamine uptake with cocaine IC80; actives deviate in either direction. B-score at 10 µM. hit rate 1.3% among 110,000;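 active means Z score or B-score, a plate-position-corrected score, falls beyond the plate's 99.7% confidence bounds, in either direction; inactive means both scores lie inside the 99.7% bounds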;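 further: scored against the spread of the other compound wells on the same plate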
Target sequence (Q01959 whole entry, looked up): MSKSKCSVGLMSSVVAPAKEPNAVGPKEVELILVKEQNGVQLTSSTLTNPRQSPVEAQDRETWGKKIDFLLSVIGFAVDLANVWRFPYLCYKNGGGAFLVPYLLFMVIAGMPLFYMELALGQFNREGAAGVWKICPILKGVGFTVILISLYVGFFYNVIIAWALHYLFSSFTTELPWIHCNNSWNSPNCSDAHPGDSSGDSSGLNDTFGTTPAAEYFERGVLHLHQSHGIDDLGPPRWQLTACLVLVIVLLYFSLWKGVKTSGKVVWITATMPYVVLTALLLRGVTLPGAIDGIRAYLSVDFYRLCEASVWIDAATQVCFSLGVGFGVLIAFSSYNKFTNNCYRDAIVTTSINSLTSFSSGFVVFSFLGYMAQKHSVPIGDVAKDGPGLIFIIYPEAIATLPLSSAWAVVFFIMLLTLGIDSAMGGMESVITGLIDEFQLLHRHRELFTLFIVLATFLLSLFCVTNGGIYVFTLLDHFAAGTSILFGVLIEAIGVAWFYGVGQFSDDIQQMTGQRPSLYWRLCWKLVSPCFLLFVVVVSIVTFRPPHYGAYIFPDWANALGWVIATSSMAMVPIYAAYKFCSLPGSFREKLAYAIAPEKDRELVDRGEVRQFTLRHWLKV
PostGolgi yeast = growth inhibition of a yeast mutant, post-Golgi transport screen; inhibition, % at 10 µM; post-Golgi transport phenotypic cell assay; hit rate 0.9% among 98,000;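 further: yeast cells grown in 1536-well plates; yeast grown about 18 h at 30C before absorbance read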
The depositor's hits bear a star; . = no result given. Unless noted, no stated cut-off is given here; in the data, active means inhibition above about 30%; inactive means the rest.

Each structure is followed by: sEH inh	S1P2 blocker	CYP2C19 activ	CYP2C19 inh	PostGolgi ctrl	sEH act	S1P2 agonist	DAT uptake mod	PostGolgi yeast
> CCOC(=O)N1CCN(C(=O)c2ccc3c(=O)n(-c4ccc(OC)cc4OC)c(=S)[nH]c3c2)CC1
 : -1	9	1.1	-9	-1	-1	-5	0.57	-4
> CCN(CC(N)=O)S(=O)(=O)c1ccc(Br)cc1
 : -7	-20	0.8	17	0	6	-3	0.93	4
> Cc1ccc(-c2nsc3c(N4CCC(C(N)=O)CC4)ncnc23)cc1
 : .	.	1	4	8	.	.	.	-7
> O=C(c1ccccc1)c1nc2ccccc2n(CCCn2c(=O)c(C(=O)c3ccccc3)nc3ccccc32)c1=O
 : -15	-6	0.3	74*	-10	15	-5	0.85	2
> Cc1[nH]n(-c2ccccc2)c(=O)c1C1(C(F)(F)F)C(=O)N(c2ccccc2)C2=C1C(=O)CC(C)(C)C2 (centres undefined)
 : 20	-33	0.8	20	2	-21	-3	-0.93	-15
> Cc1cc(C)c2cc(CN(CCO)C(c3nnnn3Cc3ccc(F)cc3)C(C)C)c(=O)[nH]c2c1 (centres undefined)
 : 9	10	0.2	76*	11	-9	-7	0.51	-5
> CCOC(=O)Nc1ccc(S(=O)(=O)Nc2cc(C)nc(C)n2)cc1
 : -5	-21	1.1	-10	9	3	-3	-0.49	-1
> CCCCCCn1ccc(=N)cc1
 : -7	18	0.7	26	1	8	-4	-0.88	0
> O=C(Nc1ccc2oc(-c3ccccc3)nc2c1)c1ccncc1
 : 9	-7	0.8	20	5	-8	0	-0.0016	0
> N#CCSc1nc2c(cc1C#N)CCCCCC2
 : 5	2	0.9	10	25	-6	-1	-0.94	-3
> O=C(COc1ccc(Cl)cc1)Nc1cnn(Cc2c(Cl)cccc2Cl)c1
 : 5	-26	0.9	5	-13	-2	-3	-0.57	-4
> CCOC(=O)C1CCCN(C(=O)c2cn(C)c3ccc(S(=O)(=O)N4CCCC4)cc3c2=O)C1 (centres undefined)
 : .	.	1.1	-11	10	.	.	-0.37	6
> CCOc1ccc(S(=O)(=O)Nc2ccc(S(=O)(=O)N3CCCCC3)cc2)cc1
 : -2	5	0.5	53*	0	3	-2	-0.01	-12
> COc1cc(C(=O)Nc2nnc(-c3sccc3C)s2)cc(OC)c1OC
 : 3	-14	1.1	-12	36*	0	-5	1.3	0
> Nc1ccc2c(c1)C(=O)N(CCCCCC(=O)O)C2
 : 0	-9	.	.	.	2	0	0.87	.

Retrieved by compound from above (3):
Each structure is followed by: sEH inh	S1P2 blocker	CYP2C19 activ	CYP2C19 inh	PostGolgi ctrl	sEH act	S1P2 agonist	DAT uptake mod	PostGolgi yeast
> CCOC(=O)C1CCCN(C(=O)c2cn(C)c3ccc(S(=O)(=O)N4CCCC4)cc3c2=O)C1 (centres undefined)
 : .	.	1.1	-11	10	.	.	-0.37	6
> O=C(COc1ccc(Cl)cc1)Nc1cnn(Cc2c(Cl)cccc2Cl)c1
 : 5	-26	0.9	5	-13	-2	-3	-0.57	-4
> N#CCSc1nc2c(cc1C#N)CCCCCC2
 : 5	2	0.9	10	25	-6	-1	-0.94	-3

The results go on.
Each structure is followed by: sEH inh	S1P2 blocker	CYP2C19 activ	CYP2C19 inh	PostGolgi ctrl	sEH act	S1P2 agonist	DAT uptake mod	PostGolgi yeast
> COc1ccc(OC)c(S(=O)(=O)Nc2ccc(O)c(Sc3ncn[nH]3)c2)c1
 : -1	20	0.2	80*	43*	3	-7	-0.22	-5
> Cc1cc(CC(=O)O)c(C)cc1CC(=O)O
 : 10	-4	1.2	-19	6	-11	-7	0.091	-2
> COc1ccc(-c2ncncc2-c2csc(C)n2)c(O)c1OC
 : -2	-6	0.4	63*	4	2	-6	-0.7	7
> COC(=O)c1coc(-c2ccc(OC)cc2)c1C(=O)OC
 : 6	-1	0.4	63*	11	-7	-4	-0.2	-5
> N/C(=N\OC(=O)Cc1ccc(Cl)cc1)c1ccccn1
 : 0	-4	1	4	12	-3	0	-1.5	0
> CCOC(=O)c1sc(NC(=O)CN2C(=O)c3cccc4cccc(c34)C2=O)nc1C
 : 15	3	0.9	9	2	-17	-5	1.6	25
> COc1ccc2cc3cc(C(=O)NCc4ccc5c(c4)OCO5)oc3nc2c1
 : 4	17	0.6	35	3	-3	-4	0.1	5
> COc1ccc(Cl)cc1C(=O)N(Cc1nc(-c2cccc(C)c2)no1)C(C)C
 : .	-5	0.1	88*	37*	.	-2	-1.8	-12
> NC(=O)c1cn(-c2ccccc2)nc1-c1cc2ccccc2oc1=O
 : -6	18	1.1	-7	13	8	-5	-0.6	4
> CCOc1ccc(C2C3=C(CCCC3=O)Nc3nc(C(F)(F)F)nn32)cc1OC (centres undefined)
 : .	.	0.8	22	-2	.	.	-0.44	5
> COc1ccc(CN2CCC(C(=O)N(C)CCc3ccc(OC)c(OC)c3)CC2)c(OC)c1
 : .	.	1	-5	9	.	.	0.039	1
> CC(C)COP(=O)(c1ccc(N(C)C)cc1)C(O)c1ccccn1 (centres undefined)
 : -6	22	0.3	67*	5	4	-9	.	-9
> COc1cc(CCC(=O)N2CCN(c3ccc(N4CCOCC4)nn3)CC2)cc(OC)c1OC
 : -1	15	1	-3	0	-2	-2	.	-7
> Cc1cc(C(=O)OCC(=O)N2c3ccccc3CC2C)c(C)o1 (centres undefined)
 : -26	11	0.3	75*	-6	23	-4	-0.024	-6
> Cn1ncc2c(Nc3cccc4ccccc34)ncnc21
 : 8	-15	0.9	13	17	-6	-4	0.92	20
> CC(OC1=CC(=O)CCC1)C(=O)c1ccccc1 (centres undefined)
 : 8	5	0.9	6	1	-6	-6	0.033	0
> CC(C)C(=O)N(Cc1ccc2c(c1)OCO2)Cc1ccccn1
 : -1	16	0.2	76*	7	0	2	-0.073	0
> O=C(NCC(=O)N(Cc1cccs1)C(C(=O)NC1CCCC1)c1ccco1)c1cccs1 (centres undefined)
 : .	26	0.1	87*	24	.	-8	0.019	2
> O=C(Nc1ccc(S(=O)(=O)NC2CCCCC2)cc1)c1ccco1
 : 42	-10	.	.	.	-38	-2	-0.46	.
> COCCCn1c(-c2ccc(Cl)cc2)n[nH]c1=S
 : -5	5	0.2	77*	9	1	-3	0.052	6
> Cc1cccc(C2CC(c3ccc(Cl)cc3)Nc3nc(N)nn32)c1 (centres undefined)
 : 4	10	0.8	16	9	-4	-4	1.3	5
> O=S(=O)(c1cccc(S(=O)(=O)N2CCOCC2)c1)N1CCCCC1
 : 2	24	0.6	41	-8	-4	-4	0.68	-3
> Cc1cc(C)n(CC(O)Cn2c3ccc(Br)cc3c3cc(Br)ccc32)c(=O)n1 (centres undefined)
 : -5	-41	0.7	31	103*	3	-8	1.6	99*
> CCOC(=O)c1c(C)nc2sc3c(=O)n(-c4ccc(C(C)=O)cc4)cnc3c2c1-c1ccc(Cl)cc1
 : -6	-19	0.1	94*	-2	5	-1	-1.3	-7
> COc1ccc(S(=O)(=O)N/N=C\c2ccc3c(c2)OCO3)cc1
 : 2	-2	0.3	71*	1	3	-4	-0.82	1
> C/C(=N\n1c(C)cc(C)c(C#N)c1=O)c1cccs1
 : -16	2	1	0	16	13	-2	-0.0026	9
> Nn1c(SCC(=O)Nc2ccccc2F)nnc1-c1cccnc1
 : -11	-7	1.1	-7	4	9	-5	-0.22	11
> COc1ccc(OC)c(C2C(C(=O)Nc3cccnc3)=C(C)NC3=C2C(=O)CCC3)c1 (centres undefined)
 : 1	-6	0.4	56*	1	-3	-2	-0.99	2
> CCOC(=O)C(C)Sc1nc2c(cnn2-c2ccc(C)cc2)c(=O)[nH]1 (centres undefined)
 : -6	-13	.	.	.	10	-3	-0.15	.
> O=C(CP(=O)(c1ccccc1)c1ccccc1)N1CCCCC1
 : 13	-2	1.1	-14	6	-13	-1	0.13	-5
> Cc1[nH]n(-c2ccccc2)c(=O)c1C1(C(F)(F)F)C(=O)N(c2ccc(F)cc2)C2=C1C(=O)CC(C)(C)C2 (centres undefined)
 : 32	-4	0.7	26	21	-32	-6	-0.27	4
> COC(=O)Cc1cc(=O)n(-c2nc3ccccc3s2)[nH]1
 : 8	-3	0.9	14	12	-3	-1	0.23	0
> O=C(/C=C/c1ccccc1)Nn1cnnc1
 : 7	26	0.5	53*	17	-5	-2	-0.0058	8
> CCOc1cc(C#N)c(NC(=O)c2ccco2)cc1OCC
 : 7	-26	1.1	-9	2	-6	-4	-0.72	-1
> O=C(Nc1nc(-c2ccc(Cl)cc2)cs1)c1cccnc1
 : -24	-18	0.4	61*	7	27	-4	-0.0018	-5
> CC(Sc1cnc2ccccc2n1)C(=O)O (centres undefined)
 : 5	1	1	0	1	-7	0	-0.44	9
> C=CCSc1nnc(-c2ccc(Cl)cc2Cl)o1
 : 5	2	0.2	84*	9	-3	-1	.	9
> O=C(Nc1nccs1)Oc1ccccc1
 : 7	-7	0.9	9	37*	-6	-4	1.1	-5
> Brc1ccccc1-c1nc(-c2ccccc2)no1
 : -20	9	1	2	2	18	-1	-0.29	2
> Oc1ccc(C=Nc2ccc3ncccc3c2)c(O)c1
 : .	11	0.4	56*	2	.	-6	-0.013	-2
> CCCC(=O)Nc1ccc(Cl)c(NC(=O)c2ccc(Br)o2)c1
 : -2	2	0.9	12	-1	8	-7	-0.32	0
> Cc1sc2ncnc(OCC(=O)Nc3ccc4c(c3)OCCO4)c2c1C
 : 9	-44	0.7	31	-5	-8	1	.	3
> COc1ccc(OCC(=O)OCC(=O)Nc2ccc(S(=O)(=O)N3CCCCC3)cc2)cc1
 : .	15	0.8	21	14	.	-10	0.004	-6
> COc1cccc(C2c3c(oc4ccc(F)cc4c3=O)C(=O)N2CCCN2CCOCC2)c1 (centres undefined)
 : .	.	1.2	-20	-5	.	.	.	-3
> CCCn1c(SCC(N)=O)nnc1C(C)C
 : -23	13	1.1	-10	5	20	-2	-0.43	4
> O=C(NCCc1ccccc1)c1cccnc1
 : 3	-5	1	-1	5	-1	-4	0.56	25
> NC(=O)CSc1ncc(-c2ccccc2)[nH]1
 : -4	0	1.3	-27	-9	6	-5	-0.14	10
> COC(=O)c1ccc(S(=O)(=O)c2ccccc2)c(N)c1
 : 0	-6	0.1	94*	9	-2	-7	-0.84	-1
> Fc1ccc(-c2csc(N3CCC(c4ccccc4)C3)n2)cc1 (centres undefined)
 : 2	-11	1	2	3	-3	-6	0.054	0
> CC(=O)NC1(c2nnnn2CCOC(=O)Nc2ccc(Cl)cc2)CCCCC1
 : 12	14	0.1	95*	3	-13	-2	-0.17	8
> CC(=O)OCc1c(C(F)(F)F)nn(C)c1Oc1ccccc1
 : .	8	0.1	92*	2	.	-8	-0.19	10

4 of the compounds above, as labelled records.
COC(=O)c1ccc(S(=O)(=O)c2ccccc2)c(N)c1
  sEH inh: 0 | S1P2 blocker: -6 | CYP2C19 activ: 0.1 | CYP2C19 inh: 94* | PostGolgi ctrl: 9 | sEH act: -2 | S1P2 agonist: -7 | DAT uptake mod: -0.84 | PostGolgi yeast: -1
CC(=O)OCc1c(C(F)(F)F)nn(C)c1Oc1ccccc1
  sEH inh: . | S1P2 blocker: 8 | CYP2C19 activ: 0.1 | CYP2C19 inh: 92* | PostGolgi ctrl: 2 | sEH act: . | S1P2 agonist: -8 | DAT uptake mod: -0.19 | PostGolgi yeast: 10
CC(=O)NC1(c2nnnn2CCOC(=O)Nc2ccc(Cl)cc2)CCCCC1
  sEH inh: 12 | S1P2 blocker: 14 | CYP2C19 activ: 0.1 | CYP2C19 inh: 95* | PostGolgi ctrl: 3 | sEH act: -13 | S1P2 agonist: -2 | DAT uptake mod: -0.17 | PostGolgi yeast: 8
NC(=O)CSc1ncc(-c2ccccc2)[nH]1
  sEH inh: -4 | S1P2 blocker: 0 | CYP2C19 activ: 1.3 | CYP2C19 inh: -27 | PostGolgi ctrl: -9 | sEH act: 6 | S1P2 agonist: -5 | DAT uptake mod: -0.14 | PostGolgi yeast: 10

An unsorted share of the library; any-hit rate near 24%.
